Screening results (PubChem)
T cell modulator: modulators of CD8 T cell-vesicle binding, primary screen, mouse 2C CD8+ T cells, flow cytometry | AID 2052, 2009 | calls only at 7 µM | hit rate 0.068% among 330,000 | 2C CD8+ T cell-vesicle binding; hits give low values;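 active = response, share of CD8 T cells binding vesicles, and their 90th percentile fluorescence all below set limits, cut at about 80% in these data, passing the limit was not always enough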
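Incubation: binding step 1.5 h, 37 °C, antibody labelling 20 min, ice; system: murine 2C transgenic CD8+ T lymphocytes; technique: cytometric PE anti-B7-1 and Alexa647 anti-CD8 signals after 1% paraformaldehyde fixation; also added: QL9-charged Drosophila Ld/ICAM-1/B7-1 vesicles; control set: naked versus QL9-loaded vesicles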
Lipid droplet: inhibitors of hepatocyte lipid droplet formation, primary screen, imaging, high-throughput imaging, BODIPY stain; hit rate 0.4% among 240,000; inhibition, % at 6.5 µM; AML12 mouse hepatocytes, oleate lipid droplets; AID 1656, 2009;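 active = lipid droplet intensity inhibited by at least 50%, with more than 500 cells counted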
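Material – mouse AML12 hepatocyte cell line, fixed after treatment · Compound dosing – one dose, 6.5 µM compound · Times – compound with oleate, overnight · Measured by – Image-based BODIPY and DAPI two-channel analysis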
Lipid droplet cells 6.5 µM: further read-out of Lipid droplet, marked with its call; cell count; measured here: cell count, cytotoxicity flag;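 cells counted across two imaged fields per well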
T cell modulator vesicle-bound %: further read-out of T cell modulator, marked with its call; double positive events, %; measured here: CD8+ vesicle-bound cell fraction;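 binding gate set so that unloaded-vesicle control wells show 10% double positive cells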
Active calls of the source: *.

For COc1ccc(OC)c(C(=O)NC(CC(N)=O)c2ccc(NC(C)C)c([N+](=O)[O-])c2)c1 (stereo unspecified) the results were T cell modulator inactive, Lipid droplet 12, Lipid droplet cells 6.5 µM 772 and T cell modulator vesicle-bound % 33.
COc1ccccc1NC(=O)CSc1nccn1Cc1ccccc1 was read as T cell modulator inactive, Lipid droplet 0, Lipid droplet cells 6.5 µM 848 and T cell modulator vesicle-bound % 60.
`O=C(NC1CC1)c1ccc(CS(=O)c2ccc(Br)cc2)o1` (stereo unspecified) gave T cell modulator inactive, Lipid droplet -31, Lipid droplet cells 6.5 µM 685 and T cell modulator vesicle-bound % 22.
`CCN(CC)CCNC(=O)c1cc2c(s1)-c1ccccc1SC2` gave T cell modulator inactive, Lipid droplet -1, Lipid droplet cells 6.5 µM 739 and T cell modulator vesicle-bound % 59.
For O=C(O)c1cccc(NC(=O)c2cn(-c3ccccc3)nc2-c2cccc(Br)c2)c1 the results were T cell modulator inactive, Lipid droplet 1, Lipid droplet cells 6.5 µM 772 and T cell modulator vesicle-bound % 66.
For CC(=O)c1ccc(OCc2cc(C(=O)NCC3CCCCO3)no2)cc1 (stereo unspecified) the results were T cell modulator inactive, Lipid droplet -3, Lipid droplet cells 6.5 µM 689 and T cell modulator vesicle-bound % 14.
For CC(OC(=O)C1CC(=O)N(Cc2ccccc2)C1)C(=O)Nc1cccc(C#N)c1 (stereo unspecified) the results were T cell modulator inactive, Lipid droplet 14, Lipid droplet cells 6.5 µM 855 and T cell modulator vesicle-bound % 10.
COc1ccccc1NC(=O)COC(=O)CN1C(=O)C(=O)c2ccccc21 was read as T cell modulator inactive, Lipid droplet 14, Lipid droplet cells 6.5 µM 785 and T cell modulator vesicle-bound % 28.
For O=C(CNC(=O)C1COc2ccccc2O1)N/N=C\c1ccc(Br)cc1 (stereo unspecified) the results were T cell modulator inactive, Lipid droplet -41, Lipid droplet cells 6.5 µM 696 and T cell modulator vesicle-bound % 15.
`COc1ccc(NC(=O)CN2C(=O)COc3ccc(S(=O)(=O)N4CCCCC4)cc32)cc1OC` gave T cell modulator inactive, Lipid droplet -13, Lipid droplet cells 6.5 µM 734 and T cell modulator vesicle-bound % 18.
For CCCc1nnc(NC(=O)c2nc(S(=O)(=O)Cc3ccc(C)cc3)ncc2Cl)s1 the results were T cell modulator inactive, Lipid droplet -18, Lipid droplet cells 6.5 µM 655 and T cell modulator vesicle-bound % 3.
CC(C)Oc1ccc(C(CC(=O)O)NC(=O)Cc2ccccc2)cc1 (stereo unspecified) was read as T cell modulator inactive, Lipid droplet 4, Lipid droplet cells 6.5 µM 679 and T cell modulator vesicle-bound % 42.
Screening CCn1ccnc1CN(C)C(=O)C1CCC(=O)N(Cc2cccc(F)c2)C1 (stereo unspecified) returned T cell modulator inactive, Lipid droplet 2, Lipid droplet cells 6.5 µM 705 and T cell modulator vesicle-bound % 18.
Screening COc1cccc(/C=N/NC(=O)CCC(=O)Nc2ccc(Br)cc2)c1 returned T cell modulator inactive, Lipid droplet 3, Lipid droplet cells 6.5 µM 718 and T cell modulator vesicle-bound % 41.
`Cc1cc(C)c(N(C(=O)c2csnn2)C(C(=O)NC2CCCC2)c2ccncc2)c(C)c1` (stereo unspecified) gave T cell modulator inactive, Lipid droplet -7, Lipid droplet cells 6.5 µM 809 and T cell modulator vesicle-bound % 33.
O=S1(=O)CCOC[C@H](CC2CCCCC2)N1Cc1ccccc1F was read as T cell modulator inactive, Lipid droplet 2, Lipid droplet cells 6.5 µM 805 and T cell modulator vesicle-bound % 27.
O=C(Nc1nccs1)c1ccc(Br)cc1 was read as T cell modulator inactive, Lipid droplet -2, Lipid droplet cells 6.5 µM 830 and T cell modulator vesicle-bound % 64.
For Cc1ccc(NC(=O)Cc2nnc(SCC(=O)NC3CCCC3)n2C)cc1C the results were T cell modulator inactive, Lipid droplet 0, Lipid droplet cells 6.5 µM 778 and T cell modulator vesicle-bound % 43.
Screening C[C@@H](C(=O)CC(=O)OC(C)(C)C)[C@@H](O)c1c(F)cccc1Cl returned T cell modulator inactive, Lipid droplet 10, Lipid droplet cells 6.5 µM 811 and T cell modulator vesicle-bound % 43.
COC(=O)c1ccc(COc2ccccc2OC)o1 was read as T cell modulator inactive, Lipid droplet -12, Lipid droplet cells 6.5 µM 783 and T cell modulator vesicle-bound % 46.
Screening COc1ccccc1OCC(=O)Nc1cc(NC(=O)COc2ccccc2OC)cc(C(=O)O)c1 returned T cell modulator inactive, Lipid droplet 11, Lipid droplet cells 6.5 µM 823 and T cell modulator vesicle-bound % 41.
CCCC(=O)C1=C(O)C(C(=O)OC)C(C)(C)CC1=Nc1cccc([N+](=O)[O-])c1 (stereo unspecified) was read as T cell modulator inactive, Lipid droplet 3, Lipid droplet cells 6.5 µM 762 and T cell modulator vesicle-bound % 52.
For O=[N+]([O-])c1ccc(-n2cc(-c3ccccc3)nn2)cc1 the results were T cell modulator inactive, Lipid droplet -12, Lipid droplet cells 6.5 µM 737 and T cell modulator vesicle-bound % 42.
Cc1cccc(NS(=O)(=O)c2ccc(-c3ccc(=O)[nH]n3)o2)c1 was read as T cell modulator inactive, Lipid droplet 10, Lipid droplet cells 6.5 µM 745 and T cell modulator vesicle-bound % 5.
`COc1ccc(OCC(=O)NNC(=S)NC(=O)C2CC2)cc1` gave T cell modulator inactive, Lipid droplet -14, Lipid droplet cells 6.5 µM 621 and T cell modulator vesicle-bound % 7.
Screening Cc1cccc(NC(=O)c2nc(S(=O)(=O)Cc3ccccc3)ncc2Cl)c1 returned T cell modulator inactive, Lipid droplet -38, Lipid droplet cells 6.5 µM 615 and T cell modulator vesicle-bound % 10.
`Cc1c(C(=O)N(C)C2CCCCC2)sc2ncnc(N3CCN(c4ccccc4)CC3)c12` gave T cell modulator inactive, Lipid droplet -10, Lipid droplet cells 6.5 µM 733 and T cell modulator vesicle-bound % 20.
For CC1CCCC(C)N1c1ccc(S(=O)(=O)N2CCOCC2)cc1Cl (stereo unspecified) the results were T cell modulator inactive, Lipid droplet 9, Lipid droplet cells 6.5 µM 805 and T cell modulator vesicle-bound % 39.
`Cc1sc2ncn(CC(=O)N3CCN(c4ccccc4F)CC3)c(=O)c2c1S(=O)(=O)N1CCOCC1` gave T cell modulator inactive, Lipid droplet 8, Lipid droplet cells 6.5 µM 737 and T cell modulator vesicle-bound % 45.
CC(NC(=O)Nc1ccc(F)cc1F)c1ccc2c(c1)OCO2 (stereo unspecified) was read as T cell modulator inactive, Lipid droplet -1, Lipid droplet cells 6.5 µM 832 and T cell modulator vesicle-bound % 10.
O=C(OCC(=O)N1CCCC1=O)c1cccc(S(=O)(=O)N2CCOCC2)c1 was read as T cell modulator inactive, Lipid droplet -23, Lipid droplet cells 6.5 µM 653 and T cell modulator vesicle-bound % 15.
COc1ccc(C(=O)NC2CC2)cc1OC1CCN(Cc2ccc(F)cc2Cl)CC1 was read as T cell modulator inactive, Lipid droplet -18, Lipid droplet cells 6.5 µM 643 and T cell modulator vesicle-bound % 12.
`CN1CCN(c2ccc(S(=O)(=O)N3CCOCC3)cc2NC(=O)COc2ccc(F)cc2Cl)CC1` gave T cell modulator inactive, Lipid droplet 16, Lipid droplet cells 6.5 µM 689 and T cell modulator vesicle-bound % 52.
For COc1ccc(CC2CC(=O)N(c3ccc(C)cc3)C2=O)cc1 (stereo unspecified) the results were T cell modulator inactive, Lipid droplet 0, Lipid droplet cells 6.5 µM 838 and T cell modulator vesicle-bound % 9.
`COC(=O)C(Cc1ccccc1)NC(=O)CNC(=O)c1ccccc1OC` (stereo unspecified) gave T cell modulator inactive, Lipid droplet 1, Lipid droplet cells 6.5 µM 756 and T cell modulator vesicle-bound % 26.
For CCC(C)c1ccccc1N=Cc1ccc2c(c1)OCO2 (stereo unspecified) the results were T cell modulator inactive, Lipid droplet 1, Lipid droplet cells 6.5 µM 805 and T cell modulator vesicle-bound % 16.
Screening Cc1ccc(CNC(=O)C2CCN(S(=O)(=O)c3c(C)noc3/C=C/N(C)C)CC2)cc1 returned T cell modulator inactive, Lipid droplet -31, Lipid droplet cells 6.5 µM 659 and T cell modulator vesicle-bound % 2.
CCOc1ccc(CCNC(=O)c2cccc3c2C(=O)N(CCOC)C3)cc1OCC was read as T cell modulator inactive, Lipid droplet 0, Lipid droplet cells 6.5 µM 811 and T cell modulator vesicle-bound % 58.
Screening COc1cccc(NC(=O)CN(C)S(=O)(=O)c2ccc3c(c2)n(C)c(=O)c(=O)n3C)c1 returned T cell modulator inactive, Lipid droplet -6, Lipid droplet cells 6.5 µM 672 and T cell modulator vesicle-bound % 11.
Screening CC1CCN(C(=O)CNC(=O)CNS(=O)(=O)c2ccccc2)CC1 returned T cell modulator inactive, Lipid droplet 0, Lipid droplet cells 6.5 µM 809 and T cell modulator vesicle-bound % 59.
Screening CC(CN1CCCCC1)c1ccccc1 (stereo unspecified) returned T cell modulator inactive, Lipid droplet 3, Lipid droplet cells 6.5 µM 800 and T cell modulator vesicle-bound % 46.
O=C(NC(=O)c1ccccc1)Nc1ccc(Cl)cn1 was read as T cell modulator inactive, Lipid droplet -18, Lipid droplet cells 6.5 µM 755 and T cell modulator vesicle-bound % 63.
For CCCCn1c(N)c(N(Cc2ccccc2OC)C(=O)CCSC)c(=O)[nH]c1=O the results were T cell modulator inactive, Lipid droplet 2, Lipid droplet cells 6.5 µM 666 and T cell modulator vesicle-bound % 12.
For Cc1occc1C(=O)N(Cc1nc(-c2ccccc2)no1)C(C)C the results were T cell modulator inactive, Lipid droplet -4, Lipid droplet cells 6.5 µM 709 and T cell modulator vesicle-bound % 13.
Screening COc1ccc(CCNC(=O)CN(C)S(=O)(=O)c2ccc(OC)cc2)cc1 returned T cell modulator inactive, Lipid droplet -5, Lipid droplet cells 6.5 µM 851 and T cell modulator vesicle-bound % 41.
For O=C(CNCc1ccccc1)NCCCN1CCCC1=O the results were T cell modulator inactive, Lipid droplet 20, Lipid droplet cells 6.5 µM 863 and T cell modulator vesicle-bound % 42.
COC(=O)CN1C(=O)NC2(CCCc3ccccc32)C1=O (stereo unspecified) was read as T cell modulator inactive, Lipid droplet 6, Lipid droplet cells 6.5 µM 821 and T cell modulator vesicle-bound % 18.
For CC(C)[C@@H](C(=O)N[C@@H](Cc1ccccc1)C(=O)O)N1C(=O)N2CCc3c([nH]c4ccccc34)[C@@]2(C)C1=O the results were T cell modulator inactive, Lipid droplet -2, Lipid droplet cells 6.5 µM 788 and T cell modulator vesicle-bound % 51.
Screening CCC(=O)C1CCCN(C(=O)c2ccc(OC3CCN(C(=O)CCOC)CC3)cc2)C1 (stereo unspecified) returned T cell modulator inactive, Lipid droplet -3, Lipid droplet cells 6.5 µM 664 and T cell modulator vesicle-bound % 19.
Screening O=C1CCCCN1CC(=O)N1CCCC(Nc2ccc(F)cc2)C1 (stereo unspecified) returned T cell modulator inactive, Lipid droplet 12, Lipid droplet cells 6.5 µM 629 and T cell modulator vesicle-bound % 43.
For Cc1ccc(C)c(N2CCN(c3ccc4cc(S(=O)(=O)N5CCCCC5)ccc4n3)CC2)c1 the results were T cell modulator inactive, Lipid droplet -4, Lipid droplet cells 6.5 µM 659 and T cell modulator vesicle-bound % 47.
Screening O=C(c1ccc(Br)cc1)N(Cc1ccco1)C1CCS(=O)(=O)C1 (stereo unspecified) returned T cell modulator inactive, Lipid droplet -36, Lipid droplet cells 6.5 µM 655 and T cell modulator vesicle-bound % 27.
`COc1ccc(-c2noc(C(C)NS(=O)(=O)c3ccc(NC(C)=O)cc3)n2)cc1` (stereo unspecified) gave T cell modulator inactive, Lipid droplet -3, Lipid droplet cells 6.5 µM 739 and T cell modulator vesicle-bound % 32.
`O=C(CN1C(=O)/C(=C/c2ccccc2)Sc2ccccc21)NCCCN1CCOCC1` gave T cell modulator inactive, Lipid droplet 3, Lipid droplet cells 6.5 µM 657 and T cell modulator vesicle-bound % 13.
`COc1ccc(-c2cn3nc(SCC(=O)NC4CCCCC4)ccc3n2)cc1` gave T cell modulator inactive, Lipid droplet 15, Lipid droplet cells 6.5 µM 782 and T cell modulator vesicle-bound % 34.
Screening Cc1[nH]c2ccc(C(=O)NC3CCC(C)CC3)cc2c1C (stereo unspecified) returned T cell modulator inactive, Lipid droplet -8, Lipid droplet cells 6.5 µM 730 and T cell modulator vesicle-bound % 10.

In the list so far, 4 contain an NH in an aromatic ring.
Cc1cccc(NS(=O)(=O)c2ccc(-c3ccc(=O)[nH]n3)o2)c1 was read as T cell modulator inactive, Lipid droplet 10, Lipid droplet cells 6.5 µM 745 and T cell modulator vesicle-bound % 5.
For CCCCn1c(N)c(N(Cc2ccccc2OC)C(=O)CCSC)c(=O)[nH]c1=O the results were T cell modulator inactive, Lipid droplet 2, Lipid droplet cells 6.5 µM 666 and T cell modulator vesicle-bound % 12.
For CC(C)[C@@H](C(=O)N[C@@H](Cc1ccccc1)C(=O)O)N1C(=O)N2CCc3c([nH]c4ccccc34)[C@@]2(C)C1=O the results were T cell modulator inactive, Lipid droplet -2, Lipid droplet cells 6.5 µM 788 and T cell modulator vesicle-bound % 51.
Screening Cc1[nH]c2ccc(C(=O)NC3CCC(C)CC3)cc2c1C (stereo unspecified) returned T cell modulator inactive, Lipid droplet -8, Lipid droplet cells 6.5 µM 730 and T cell modulator vesicle-bound % 10.

The list is partial; the hit share may differ from the screen's.
